Compound activity as filed in PubChem BioAssay.
NCI-60 one-dose screen, 48 h, at 10 µM unless noted. Numbers give growth in % (100 = growth as untreated, 0 = no growth, -100 = all killed).
A549/ATCC = A549/ATCC NSCLC; hit rate 3.7% among 81,000
UACC-62 = UACC-62 melanoma; hit rate 5.4% among 81,000; AID 1794756
MDA-MB-435 = MDA-MB-435 melanoma. hit rate 7.8% among 82,000. AID 1794794
M14 = M14 melanoma; AID 1794745; hit rate 6.2% among 80,000
SK-MEL-2 = SK-MEL-2 melanoma; hit rate 4.7% among 77,000; AID 1794763
SK-MEL-28 = SK-MEL-28 melanoma | AID 1794761 | hit rate 4.1% among 81,000
SK-MEL-5 = SK-MEL-5 melanoma; hit rate 6.4% among 80,000; AID 1794755
UACC-257 = UACC-257 melanoma. hit rate 4.4% among 78,000. AID 1794764
Active calls of the source: *; / = not tested or not shown; & = joins results of further samples. How the source made its calls: active means growth percent below 10; inactive means the rest. Compounds were not picked by outcome; any-hit rate near 11%.

Sequence of screens: A549/ATCC | UACC-62 | MDA-MB-435 | M14 | SK-MEL-2 | SK-MEL-28 | SK-MEL-5 | UACC-257
O=C1c2ccccc2C(=O)c2cc(Cn3c[n+](Cc4ccc5c(c4)C(=O)c4ccccc4C5=O)c4ccccc43)ccc21
    91 | 106 | 99 | 92 | 104 | 105 | 103 | 99
CCOc1ccc2cc(-c3nn(CC4CCNCC4)c4ncnc(N)c34)ccc2n1
    73&80 | 79 | 80&103 | 85&98 | 106 | 73&102 | 63&98 | 83
Cc1nn(-c2ccccc2)c(Oc2ccccc2)c1-c1nc2ccccc2[nH]1
    88 | 77 | 105 | 102 | 130 | 108 | 98 | 106
N#Cc1c(N)c(C(=O)c2ccc3c(c2)OCCO3)n2c1CCCC2
    35 | 38 | -49* | 19 | 6.5* | 44 | 23 | 46
CCCn1nc(C(=O)N(C)Cc2ccccc2)c2c1CCC(N1CCc3ccccc31)C2 (stereo not given)
    93 | 85 | 106 | 99 | 106 | 106 | 100 | 109
CCOC(=O)C(C(=O)OCC)C(=O)c1cccc2c1ccc1ccccc12
    102 | 106 | 107 | 107 | 109 | 108 | 108 | 106
CC(=O)OCC(=O)[C@@]1(O)CC[C@H]2[C@@H]3CC(=C(Br)Br)C4=CC(=O)CC[C@]4(C)[C@H]3C(=O)C[C@@]21C
    65 | 82 | 100 | 82 | 79 | 102 | 95 | 68
OCC(O)CNc1oc(-c2ccccc2)nc1[P+](c1ccccc1)(c1ccccc1)c1ccccc1 (stereo not given)
    102 | 88 | 105 | 111 | 108 | 100 | 97 | 97
NS(=O)(=O)N1CCCCC1
    102 | 104 | 102 | 109 | 140 | 107 | 106 | 93
O=C1CC2(CCCc3sccc32)C(=O)N1 (stereo not given)
    85 | 97 | 104 | 99 | 91 | 98 | 106 | 88
O=C(O)c1ccc(-c2cnc3nonc3n2)cc1
    102 | 91 | 98 | 102 | 109 | 105 | 106 | 94
CC(=O)NS(=O)(=O)c1ccc(NC(=O)CSC2=NC(c3ccccc3)C(C(C)=O)=C(C)N2)cc1 (stereo not given)
    98 | 99 | 104 | 107 | 115 | 107 | 101 | 106
OCCSCCCCCCSCCO
    102 | 86 | 104 | 96 | 101 | 103 | / | 104
CCN(CC)Cn1nc2n(C)c(=O)c(C#N)c(-c3ccccc3)n2c1=S
    111 | 98 | 104 | 106 | 106 | 110 | 90 | 28
CCOC(=O)c1cc2c(n1Cc1cc(OC)cc(OC)c1)-c1nc(NC(C)=O)sc1CCC2
    56 | 64 | 97 | 87 | 93 | 104 | 86 | 67
Cc1ccc(C)c(CCO)c1
    93 | 103 | 107 | 108 | 134 | 105 | 91 | 95
Cc1ccc(NC(=O)CCCCCN2CCN(C)CC2)cc1Nc1nccc(-c2cccnc2)n1
    110 | 106 | 94 | 102 | 114 | 104 | / | 110
CCOC(=O)c1ccc(NC(=O)CN2CCN(c3cc(=O)[nH]c4ccc(F)cc34)CC2)cc1
    106 | 94 | 102 | 103 | 103 | 106 | 101 | 104
COc1ccc(C(=O)CSc2nc3c(c(Nc4ccc(S(N)(=O)=O)cc4)n2)CCCC3)cc1
    93 | 94 | 103 | 104 | 104 | 110 | 97 | 109
O=C(c1cc(-c2ccncc2)nc2ccccc12)N1CCCCC1
    97 | 98 | 112 | 108 | 98 | 135 | 101 | 105
CN1CCN(C(=O)[C@@]2(C)CC[C@]3(C)CC[C@]4(C)C(=CC[C@@H]5[C@@]6(C)CCC(=O)NC(C)(C)[C@@H]6CC[C@]54C)[C@@H]3C2)CC1
    52 | 26 | 46 | 0.6* | 78 | -6.9* | -41* | -13*
Clc1ccc2c(c1)CC1C[C@@H](/C=C/c3ccccc3)N2O1 (stereo not given in full)
    96 | 70 | 91 | 99 | / | 109 | 93 | 103
COc1ccc(C(=O)/C=C/c2ccc3c(c2)OCO3)cc1S(=O)(=O)Nc1c(N)nc(SC)[nH]c1=O
    89 | 77 | 105 | 48 | 84 | 113 | 94 | 99
C=C1C(=O)O[C@H]2[C@H]1CC/C(C(=O)N[C@H]1C[C@H](O[C@H]3C[C@](O)(C(=O)CO)Cc4c(O)c5c(c(O)c43)C(=O)c3c(OC)cccc3C5=O)O[C@@H](C)[C@H]1O)=C\CC[C@@]1(C)O[C@@H]21
    55 | 56 | 90 | 89 | 114 | 87 | 66 | 77
Oc1cccc(-c2nc(N3CCOCC3)c3c4c(sc3n2)CCCC4)c1
    52 | 44 | 60 | 61 | 71 | 58 | 47 | 70
O=c1[nH]c2nc3ccccc3c(=O)[nH]n-2c1=O
    98 | 103 | 103 | 103 | 102 | 108 | 111 | 107
CCn1c(SCC(=O)N2CCN(c3cc4c(cc3F)c(=O)c(C(=O)O)cn4C3CC3)CC2)nnc1-c1ccc(Cl)cc1
    98 | 102 | 107 | 99 | 92 | 113 | 93 | 96
CCOC(=O)c1cnn(CC(C)O)c1NC(=O)NCc1ccccc1F (stereo not given)
    85 | 96 | 105 | 101 | 82 | 112 | 91 | 92
N#CC(C#N)=Cc1cc2ccccc2nc1Oc1ccc(Cl)cc1
    105 | 76 | 105 | 95 | 100 | 108 | 98 | 108
O=C(Cn1cc[n+](CC(=O)c2ccc(F)cc2)c1)Nc1cccc2cccnc12
    104 | 100 | 102 | 104 | 103 | 109 | 99 | 107

Looked up by compound from the entries so far (3):
Sequence of screens: A549/ATCC | UACC-62 | MDA-MB-435 | M14 | SK-MEL-2 | SK-MEL-28 | SK-MEL-5 | UACC-257
N#CC(C#N)=Cc1cc2ccccc2nc1Oc1ccc(Cl)cc1
    105 | 76 | 105 | 95 | 100 | 108 | 98 | 108
CCOC(=O)c1cnn(CC(C)O)c1NC(=O)NCc1ccccc1F (stereo not given)
    85 | 96 | 105 | 101 | 82 | 112 | 91 | 92
C=C1C(=O)O[C@H]2[C@H]1CC/C(C(=O)N[C@H]1C[C@H](O[C@H]3C[C@](O)(C(=O)CO)Cc4c(O)c5c(c(O)c43)C(=O)c3c(OC)cccc3C5=O)O[C@@H](C)[C@H]1O)=C\CC[C@@]1(C)O[C@@H]21
    55 | 56 | 90 | 89 | 114 | 87 | 66 | 77

More records:
| Structure | A549/ATCC | UACC-62 | MDA-MB-435 | M14 | SK-MEL-2 | SK-MEL-28 | SK-MEL-5 | UACC-257 |
| --- | --- | --- | --- | --- | --- | --- | --- | --- |
| CCCCCCCCC1OC1CCCCCCCCO (stereo not given) | 105 | 97 | 103 | 106 | 99 | 108 | 105 | 118 |
| CCC#CC[C@H](O)C/C=C1/C(=O)C=C[C@@H]1C/C=C\CCCC(=O)OC | 33 | / | 1.9* | 5.1* | -36* | / | / | -6.5* |
| COC(=O)Nc1cc(C(=O)NCCC(=N)N)cn1C | 95 | 100 | 105 | 102 | 103 | 109 | 106 | 103 |
| CCOC(=O)c1cc2c(n(C)c1=O)-c1cnn(-c3ccc(Cl)cc3)c1CC2 | 100 | 88 | 93 | 113 | 110 | 98 | 89 | 97 |
| O=C(NCCCO)c1cc(Cl)ccc1O | 39 | 9.7* | / | 30 | -19* | 38 | 18 | 16 |
| CCO/C=N/S(=O)(=O)c1cc2c(cc1Cl)NC=NS2(=O)=O | 89 | 104 | 98 | 101 | 105 | 120 | 102 | 90 |
| COc1c2occc2cc2ccc(=O)oc12 | 96 | 102 | 106 | 133 | 125 | 104 | 104 | 104 |
| OC12Cc3ccccc3C1=NN(c1ccccc1)C2c1ccccc1 (stereo not given) | 77 | 61 | 113 | 94 | 80 | 112 | 91 | 94 |
| CCCCNC(=O)/C(=C/c1ccc2c(c1)OCO2)NC(=O)c1ccccc1 | 85 | 95 | 112 | 99 | 94 | 116 | 102 | 87 |
| Cc1c(C(=O)/C=C/Nc2cc(Cl)c(S(N)(=O)=O)cc2S(N)(=O)=O)sc2nc3ccccc3n12 | 101 | 95 | 102 | 110 | 117 | 108 | 103 | 102 |
| COc1ccc2nc(Cl)c(/C=C3\CC(c4ccccc4)=NN(c4ccccc4)C3=O)cc2c1 | 65 | 72 | 90 | 94 | 63 | 86 | 78 | 75 |
| Cn1ccc2c(c1=O)C(=O)c1nccc3c1c-2nc1ccccc13 | -87* | 92 | 76 | 83 | 98 | 106 | 95 | 108 |
| O=C(Nc1ccc(Oc2ccc(Nc3nc4ccccc4s3)cc2)cc1)Nc1ccc(Cl)c(C(F)(F)F)c1 | 9.7* | 1.6* | 0.4* | -4.6* | / | 25 | -85* | -12* |
| COc1ccc(OCCCBr)cc1 | 103 | 102 | 100 | 104 | 105 | 111 | 110 | 95 |
| CSc1nc(NCCN2CCOCC2)c(C#N)c(-c2cccc(N)c2)n1 | 102 | 95 | 105 | 102 | 107 | 122 | 96 | 109 |
| FC(F)(F)c1ccn(-c2ccc(C3=NNC(c4ccc[nH]4)C3)cc2)n1 (stereo not given) | 76 | 83 | 98 | 94 | 102 | 99 | 99 | 100 |
| Cc1nn(-c2ccccc2)c(N2CCOCC2)c1-c1nc2ccc(C(=O)O)cc2[nH]1 | 102 | 98 | 106 | 108 | 121 | 109 | 103 | 113 |
| O=C(O)c1ccc(C(=O)O)c(C(=O)O)c1 | 103 | 109 | 104 | 102 | 115 | 118 | 117 | 124 |
| O=[N+]([O-])c1ccc(C(c2ccc([N+](=O)[O-])cc2)[n+]2ccccc2)cc1 | 92 | 82 | 98 | 91 | 107 | 107 | 93 | 99 |
| C[C@H](CCC(=O)O)[C@H]1CC[C@H]2[C@@H]3CC[C@@H]4/C(=C\c5ccco5)C(=O)/C(=C\c5ccco5)C[C@]4(C)[C@H]3CC[C@]12C | 72 | 17 | 37 | 52 | 73 | 44 | 47 | 52 |
| CCn1c(Sc2nnc(Nc3ccccc3)s2)nc2c1c(=O)n(C)c(=O)n2C | 100 | 90 | 103 | 104 | 130 | 93 | 99 | 97 |
| C[C@@H](NC(=O)[C@@H](CC(=O)N1CCC(N2CCCCC2)CC1)N1C(=O)[C@@H](N2C(=O)OC[C@@H]2c2ccccc2)[C@H]1/C=C/c1ccccc1)c1ccccc1 | 87 | 92 | 100 | 99 | 97 | 102 | 70 | 89 |
| CN(C)c1ccc(/C=C/c2nc(Nc3ccc(Cl)cc3)c3ccccc3n2)cc1 | 83 | 25 | 92 | / | 105 | 116 | / | 97 |
| O=C1c2cccc3c(-c4ccc(-c5nc6c7ccccc7c7ccccc7c6[nH]5)cc4)ccc(c23)C(=O)N1CCN1CCOCC1 | 96 | 100 | 108 | / | 104 | 107 | / | 97 |
| CCCC(C)N (stereo not given) | 106 | 99 | 103 | 105 | / | 104 | 100 | 106 |
| CN(C)c1ccc(-c2cc(-n3nnnc3-c3ccccc3)no2)cc1 | 107 | 108 | 100 | 100 | 116 | 110 | 117 | 109 |
| COc1ccccc1-n1cc(C#N)c(N)c1C(=O)c1ccc(Br)cc1 | 79 | 45 | 3.1* | 42 | 70 | 69 | 77 | 73 |
| Cc1ccc(C(=O)N/N=C/c2cccc(Oc3ccccc3)c2)cn1 | 54 | 38 | -48* | 50 | 44 | 64 | 47 | 72 |
| COc1cc2cc(NCc3ccc(OC(F)F)cc3)nc(C)c2cc1OC | 72 | 47 | 68 | 64 | 80 | 73 | 68 | 87 |
| COC(=O)c1ccc2cn[nH]c2c1 | 107 | 99 | 101 | 103 | 98 | 103 | 105 | 103 |
| O=C(Nc1cc(F)cc(F)c1)c1nc(-c2ccccc2)n(-c2cccc3ccccc23)n1 | 65 | 74 | 92 | 80 | 81 | 95 | 90 | 93 |
| CC(=O)O[C@H]1CO[C@H]2[C@@H]1OC[C@@H]2Oc1ccc(Nc2ncnc3ccsc23)cc1 | 101 | 93 | 94 | 88 | 97 | 99 | 98 | 113 |
| CCOC(=O)c1nn(C2CCCCO2)c2ccc(NC(=O)CSc3nnc(N)s3)cc12 (stereo not given) | 108 | 102 | 105 | 99 | 106 | 110 | 104 | 99 |
| COc1ccc(Cn2cc3c(c2-c2cc(OC)c(OC)c(OC)c2)CCc2cnoc2-3)cc1 | 25 | 40 | -37* | 7.6* | 43 | 45 | 17 | 68 |
| CN1CCC(=C2c3ccccc3C=Cc3ccccc32)CC1 | 91 | 82 | 80 | 92 | 105 | 86 | 69 | 82 |
| O=C(COc1cccc2cccnc12)Nc1ccc(C(=O)/C=C/c2cccc3ccccc23)cc1 | 92 | 90 | 97 | 96 | 101 | 107 | 93 | 103 |
| O=NC1C(Cl)C2CC1C1C=CCC12 (stereo not given) | 101 | 106 | 97 | 101 | 103 | 106 | 103 | / |
| Cc1n[nH]c(=O)[nH]c1=O | 105 | 90 | 104 | 108 | 108 | 131 | 103 | 89 |
| N#C/C(=C\c1c(Cl)cccc1Cl)c1nc2ccccc2[nH]1 | 85 | 60 | 91 | 89 | 155 | 105 | 75 | 89 |
| CNc1nnc(-c2sc3nnc(-c4ccccc4)c(-c4ccccc4)c3c2O)s1 | / | 98 | 103 | 107 | 126 | 111 | 104 | 95 |
| COc1ccc(NC(=O)CC(=O)Nc2ccc(OC)cc2)cc1 | 108 | 100 | 88 | 100 | 72 | 104 | 99 | 100 |
| COc1ccc2c(c1)C(Br)=C(CCO)C2c1ccccc1 (stereo not given) | 25 | 60 | 92 | 89 | 85 | 69 | 96 | 78 |
| O=C(c1ccccc1)N1CCN(C(=O)c2ccccc2)c2ccccc21 | 104 | 98 | 103 | 113 | 102 | 124 | 111 | 116 |
